Compound activity: PubChem, several laboratories
CAL PDZ FP-1 = inhibitors of human CAL PDZ peptide binding | Q9HD26 | 0.02% of 330,000 active | AID 504414 | inhibition, % at 20 µM | purified CAL PDZ, TMR-peptide fluorescence polarization, 1 h;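 active means highest replicate inhibition of at least 40%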;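 further: plate controls were DMSO neutral control wells for no effect and unlabeled competitor peptide control wells for full effect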
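Test system: tagged CAL PDZ domain / Buffer or medium: sodium phosphate/NaCl buffer pH 7.4 with TCEP, IgG, Thesit / Reagent: TMR-labelled reporter peptide T*-PRC34 bound in PDZ groove / Compound dosing: single point, 20 µM / Schedule: 1 h incubation at room temperature before polarization reading / Technique: fluorescence polarization (mP) / Benchmarks: unlabelled peptide, DMSO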
CAL PDZ FP-2 = inhibitors of human CAL PDZ peptide binding. AID 602252. 0.92% of 300,000 active. Q9HD26. purified CAL PDZ, TMR-peptide fluorescence polarization, 1 h. inhibition, % at 24.9 µM;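 active means mean inhibition of at least 30% with at least half of replicates also reaching 30%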;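 further: 0% = DMSO neutral control and 100% = excess unlabeled competitor peptide PRC23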
Wnt bcat act = Wnt/beta-catenin pathway activation; 1.2% of 300,000 active; Wnt/beta-catenin reporter cell assay, activator, plate reader; activation, % at 9.35 µM; in the data active means activation above about 30%, passing the limit was not always enough;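 further: 0% = neutral control wells and 100% = positive control wells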
MITF TRPM1 HTS = activators of MITF-driven TRPM1 promoter activity in SK-MEL-5 cells; activation, % at 12.5 µM; SK-MEL-5 TRPM1-promoter luciferase, 24 h; % of positive control, neutral wells = 0; AID 588334; 0.75% of 300,000 active;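 active means mean activation of at least 80% with every replicate also reaching 80%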;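 further: 0% = neutral control wells and 100% = parthenolide positive control wells; values of inactives mirror those of a sister screen read the other way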
E coli growth = reduces bacterial viability in AddAB counter-screen; 0.27% of 330,000 active; E. coli V3065 growth, OD600 absorbance, 18 h; inhibition, % at 11.9 µM; AID 449728;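 active means inhibition above the campaign's mean inhibition across all tested compounds plus 3 SD, cut at about 9.9% in these data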;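 further: uninfected addAB+ strain grown without phage in ampicillin broth; 0% = DMSO wells and 100% = ciprofloxacin 0.95 µg/ml wells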
phage Ecoli inh = E. coli growth loss with phage present. inhibition, % at 11.9 µM. 0.26% of 360,000 active. growth absorbance; in the data active means inhibition above about 11%
SR-BI HDL uptake = blocks mouse SR-BI lipid uptake from DiI-HDL. Q61009. ldlA[mSR-BI] CHO cells, DiI-HDL uptake fluorescence, 3 h. inhibition, % at 12.5 µM. 0.96% of 320,000 active. AID 488896;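 active means mean replicate inhibition of at least 70% and a set share of replicates each scoring 70 or more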;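 further: 0% = median of neutral control wells and 100% = median of positive control wells; values of inactives mirror those of a sister screen read the other way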
Target sequence (Q61009 whole entry, looked up): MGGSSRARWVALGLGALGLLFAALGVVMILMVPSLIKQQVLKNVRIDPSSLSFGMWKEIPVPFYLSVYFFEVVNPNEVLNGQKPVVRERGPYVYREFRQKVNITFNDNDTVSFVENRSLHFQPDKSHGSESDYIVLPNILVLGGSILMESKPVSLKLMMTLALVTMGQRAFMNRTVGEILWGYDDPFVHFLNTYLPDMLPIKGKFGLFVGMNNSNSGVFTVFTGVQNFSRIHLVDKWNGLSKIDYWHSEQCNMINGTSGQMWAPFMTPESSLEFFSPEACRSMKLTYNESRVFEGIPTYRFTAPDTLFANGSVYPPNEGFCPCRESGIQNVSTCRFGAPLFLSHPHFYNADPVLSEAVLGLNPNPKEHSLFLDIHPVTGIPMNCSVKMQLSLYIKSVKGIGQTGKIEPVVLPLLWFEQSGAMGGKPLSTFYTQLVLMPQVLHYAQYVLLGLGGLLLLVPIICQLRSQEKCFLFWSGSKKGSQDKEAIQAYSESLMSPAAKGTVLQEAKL
SR-BI DiI-HDL act = activators of SR-BI mediated HDL lipid uptake; activation, % at 12.5 µM; CHO ldlA[mSR-BI] cells, DiI-HDL uptake fluorescence, 3 h; 100 = double the neutral-control signal; 0.096% of 320,000 active;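 active means mean replicate activation of at least 60% and every replicate at or above 60%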;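 further: 0% = median plate neutral-control signal and 100% = twice that signal; values of inactives mirror those of a sister screen read the other way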
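material = CHO ldlA[mSR-BI] cells | medium = Ham's F12 with 0.5% BSA, HEPES 25 mM, pH 7.4 | reagent = fluorescent DiI-HDL, 10 µg/mL final | compound dosing = single-point compound dose | incubation = 3 h, 37 °C | measured by = bottom-read fluorescence, 550/595 nm | measure = HDL uptake via cellular fluorescence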
AddAB inh = less growth of phage-infected E. coli with AddAB. E. coli expressing H. pylori AddAB, absorbance growth. inhibition, % at 11.9 µM. 0.29% of 330,000 active. AID 435030; in the data active means inhibition above about 12%;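 further: 0% = vehicle wells of infected cells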
Tat export inh = E. coli Tat transport inhibition | E. coli MC4100 TorA-mCherry Tat export, fluorescence | inhibition, % at 10 µM | 0.036% of 340,000 active | AID 488895;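 active means mean replicate inhibition at least 50% and at least half of replicates individually reaching 50%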;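 further: exported cargo escapes ClpAP degradation while cytoplasmic cargo is degraded and loses fluorescence; 0% = median of neutral control wells and 100% = median of NaSCN control wells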
* hit, by the source's call; . = not tested or not shown.

SMILES	CAL PDZ FP-1	CAL PDZ FP-2	Wnt bcat act	MITF TRPM1 HTS	E coli growth	phage Ecoli inh	SR-BI HDL uptake	SR-BI DiI-HDL act	AddAB inh	Tat export inh
COc1cccc(CCNC(=O)C2CCC(=O)N(C3CC3)C2)c1OC (centres undefined)	-3.5	-6	0	13	.	0.0	-4	4	.	5
c1ccc(-c2cn3c(n2)-c2ccccc2C3)cc1	-2.5	-3	8	-13	0.6	2.0	-12	12	-0.9	7
Cn1ncc2c(NCc3cccc(C(F)(F)F)c3)c(C(=O)O)cnc21	.	.	0	.	-0.6	2.3	.	.	0.0	.
Cc1ccc(/C=C2/NC(=O)N(Cc3ccccc3F)C2=O)s1	-0.5	5	2	15	-1.4	2.9	-25	25	2.7	-7
CC(C)(C)c1cc(NC(=O)CSc2nnc(N)s2)n(-c2ccccc2)n1	-0.6	-2	.	18	0.1	0.2	1	-1	0.7	1
CCOC(=O)c1coc(CNC(=O)c2c(C)oc3c2CCCC3)c1	-0.4	-2	.	10	0.4	0.6	-7	7	0.9	-8
Cc1noc(C)c1CSCC(=O)N(C)CC(=O)Nc1cccc(F)c1	-1.4	-2	5	-1	1.7	-0.9	34	-34	-1.3	0
O=C(NC(=S)Nc1cccc(NC(=O)c2ccc(Cl)cc2Cl)c1)c1cccs1	-1.8	-3	.	0	0.5	3.0	46	-46	0.2	-8
Cc1ccc(NCN2C(=O)C3C4C=CC(C4)C3C2=O)cc1 (centres undefined)	-0.9	.	.	-5	-2.5	0.9	-18	18	3.9	-18
CC1CCN(C(c2ccc(N(C)C)cc2)c2nnnn2Cc2ccc(F)cc2)CC1 (centres undefined)	-0.3	-2	.	6	-0.2	0.2	46	-46	4.4	2
CC(=O)N/C(=C/c1ccccc1)C(=O)NC(Cc1ccccc1)C(=O)O (centres undefined)	0.6	2	0	5	-0.3	2.0	-27	27	1.2	-3
COc1ccc(C(=O)COc2ccc(C)cc2NC(C)=O)cc1	-0.6	.	56*	.	0.5	0.2	24	-24	5.9	7
O=C(Nc1ccccc1Cc1ccccc1)c1ccccc1NS(=O)(=O)c1ccc(Cl)s1	-0.2	.	-13	15	-0.1	6.3	-10	10	3.2	8
Cc1sc2nc(CC(N)=O)[nH]c(=O)c2c1-c1ccccc1	-0.9	-2	.	10	0.3	.	-7	7	-0.7	-6
Cc1ccc(C(NC(=O)N2CCOCC2)C(Cl)(Cl)Cl)cc1F (centres undefined)	0.0	-3	2	-9	-2.3	2.7	-4	4	1.6	-15
O=c1cc(-c2ccc(O)c(O)c2)oc2cc(O)c(C3OC(CO)C(O)C(O)C3O)c(O)c12 (centres undefined)	-0.5	2	-1	.	-1.3	1.3	-9	9	3.9	7
CCC(CO)Oc1cc(NCc2ccccc2OC)c2ncn(C(C)C)c2c1 (centres undefined)	0.6	-1	0	-25	0.8	-0.1	15	-15	-0.8	4
Cc1cc(Cl)ccc1OCCCC(=O)NCc1ccncc1	-0.1	0	-2	11	0.0	3.3	-4	4	1.0	-5
N#Cc1cc([N+](=O)[O-])ccc1NC(=O)COC(=O)CN1C(=O)C2CCCCC2C1=O (centres undefined)	-0.9	.	-2	-14	-0.3	3.2	1	-1	-1.7	-1
CN(CC(=O)Nc1ccccc1Cl)C(=O)c1cc2c(s1)CCCCC2	-2.2	3	1	9	.	1.5	-1	1	.	5
COc1ccc(NC(=O)Cn2nnc(C(N)=O)c2N)c(OC)c1	.	-4	.	0	-0.4	1.4	4	-4	1.1	-26
C=CCn1c(C)cc(C(=O)CSc2n[nH]c(N)n2)c1C	-0.6	-3	12	11	-0.3	3.4	-2	2	3.3	-2
COc1ccc(F)cc1C1=CC(=O)C[C@H](c2ccc3c(c2)OCO3)C1	-0.9	-6	-5	-26	-0.4	4.2	26	-26	2.7	-4
CCOC(=O)c1cc(-c2ccc(F)cc2)n(CCC(=O)NC2CCN(Cc3ccccc3)CC2)c1C	-0.7	6	8	15	1.7	4.1	16	-16	-0.1	9
O=C(NCC(c1cccs1)N1CCOCC1)c1ccco1 (centres undefined)	1.1	-2	-5	.	-0.2	0.3	-24	24	2.1	-12
CCCCn1c(N)c(N(CCOC)C(=O)c2oc3ccc(OCC)cc3c2C)c(=O)[nH]c1=O	-1.6	-7	1	-8	-1.0	2.4	-4	4	0.8	2
Cn1c(SCc2ccc3c(c2)OCO3)nnc1-c1ccccc1	-0.6	-4	-2	.	-2.3	0.1	-5	5	1.0	-6
CCOc1cc(C(=O)NC2CCCCCCC2)cc(OCC)c1OCC	0.2	1	-4	.	-2.0	2.1	15	-15	3.6	-3
Cc1ccc(-c2n[nH]c(=O)c3ccccc23)cc1N	0.1	-7	.	.	1.9	-1.6	9	-9	0.5	-9
Cc1cc(NC(=O)NCc2ccco2)ccc1NC(=O)NCc1ccco1	-1.1	.	-2	-5	.	-0.7	18	-18	.	-4
Cn1c(-c2ccc3c(c2)OCO3)c(C(=O)O)c(=O)c2ccccc21	0.5	4	-1	-3	0.7	3.7	5	-5	1.1	-6
CCN(C(=O)COC(=O)CNS(=O)(=O)c1ccccc1)c1ccccc1	-0.4	.	0	0	2.7	4.9	.	.	-1.7	11
Cc1ccc(S(=O)(=O)c2cnc(-c3ccccc3)nc2N2CCCCC2)cc1	-0.2	.	-5	14	4.1	1.7	57	-57	2.1	-3
O=C(Nc1ccccc1-c1ccccc1)NC1CCN(C(=O)N2CCOCC2)CC1	-3.4	-9	0	.	-3.6	1.9	-8	8	2.1	-11
O=C(Cc1ccccc1)NCCN1CCCC1	-1.1	-12	2	11	-0.6	2.4	-15	15	0.6	-7
COc1ccc(-n2c(SC(C)C(=O)N3CCOCC3)nc3ccccc3c2=O)cc1 (centres undefined)	-2.4	0	3	-7	1.1	1.0	-11	11	-1.5	4
O=C(NC(Cc1ccccc1)C(=O)O)/C(=C/c1cccc([N+](=O)[O-])c1)NC(=O)c1cccc(Br)c1 (centres undefined)	-2.6	.	0	-8	-0.5	0.6	.	.	2.7	0
CCOc1ccccc1NC(=O)CN(c1ccc(OC)cc1)S(=O)(=O)c1c(C)[nH]c(=O)[nH]c1=O	-2.8	-3	0	-9	2.7	1.4	-27	27	2.5	4
CCOC(=O)C1=C(C)Nc2ccc(C)cc2S1	-1.7	-1	12	-8	-3.1	0.5	-1	1	1.2	-2
CC(=O)Nc1ccc(S(=O)(=O)NCCCc2ccccc2)cc1	-0.8	-2	-2	.	2.6	3.0	1	-1	0.6	6

Reformatted with values under each structure: part of the list above
The line under a structure holds: CAL PDZ FP-1	CAL PDZ FP-2	Wnt bcat act	MITF TRPM1 HTS	E coli growth	phage Ecoli inh	SR-BI HDL uptake	SR-BI DiI-HDL act	AddAB inh	Tat export inh
CCOC(=O)c1coc(CNC(=O)c2c(C)oc3c2CCCC3)c1
→ -0.4	-2	.	10	0.4	0.6	-7	7	0.9	-8
Cc1noc(C)c1CSCC(=O)N(C)CC(=O)Nc1cccc(F)c1
→ -1.4	-2	5	-1	1.7	-0.9	34	-34	-1.3	0

The results go on.
SMILES	CAL PDZ FP-1	CAL PDZ FP-2	Wnt bcat act	MITF TRPM1 HTS	E coli growth	phage Ecoli inh	SR-BI HDL uptake	SR-BI DiI-HDL act	AddAB inh	Tat export inh
O=C(COc1ccc(F)cc1Br)NCCCN1CCCC1=O	-0.1	-3	1	6	-2.4	4.5	7	-7	-1.3	6
c1ccc(CN2CCN(C(c3ccccc3)c3ccccc3)CC2)cc1	-0.3	.	-2	-1	1.9	-0.6	-14	14	3.4	5
CCOCC(=O)Nc1cccc(Br)c1	-1.3	.	0	.	2.5	4.3	-29	29	1.9	-1
O=C(/C=C/c1ccc(OCCCF)cc1)Nc1ccnc(-c2ccncc2)n1	-0.8	.	-1	-1	-1.3	1.8	30	-30	-0.2	1
CC1CC2(CCCC2)N(C(=O)N(C)C)c2ccc(F)cc21 (centres undefined)	0.1	-1	7	-9	-0.9	-1.7	6	-6	0.1	-6
COc1ccc(-n2cc([N+](=O)[O-])c(=O)c3ccc(Cl)cc32)cc1	-0.9	.	-2	.	-2.2	-0.8	7	-7	2.0	-13
O=CNNC(=O)c1cccc([N+](=O)[O-])c1	-1.0	.	.	-13	-0.3	5.7	-14	14	0.2	2
c1ccc(-n2c(-c3ccncc3)nnc2-c2cccs2)cc1	-4.0	-5	.	.	0.3	0.9	-16	16	0.9	-6
C[C@H](O)[C@@H]1C(=O)N2CCc3ccc(N4CCOCC4)cc3[C@@H]2C[C@@H]1N(C)C(=O)C(C)(C)C	-1.7	-2	7	4	.	0.2	-3	3	.	-1
CCCCNC(=S)N(C)/N=C/c1c(C)[nH]c2ccccc12	-0.1	-1	0	-11	-0.9	2.4	17	-17	0.0	4
O=C(CC1C(=O)NCCN1Cc1ccc(-c2ccccc2)cc1)NC1CCC1 (centres undefined)	-3.3	-1	-3	6	-1.2	2.2	39	-39	4.0	6
O=C1NC2(CCCCC2)C(=O)N1CCS(=O)(=O)Oc1ccccc1	-1.4	-1	1	.	-0.4	0.3	-40	40	4.3	18
CC(/C=N/NC(=O)Cc1cc(=O)[nH][nH]1)=C\c1ccccc1	-2.2	-2	.	3	-0.4	3.6	-7	7	0.0	-6
CN1CCN(C(=O)c2ccc(CN(c3ccccc3)S(=O)(=O)c3ccccc3)cc2)CC1	-1.8	.	-1	7	1.2	1.1	11	-11	1.9	4
Cc1cccc(Oc2nc(-c3ccncc3)nc3ccccc23)c1	-1.8	.	4	12	-1.5	0.2	11	-11	-0.9	3
COc1ccc(NC(=S)NCc2ccc(S(N)(=O)=O)cc2)cc1OC	-0.5	8	0	-4	0.5	2.5	-2	2	2.0	-7
CC[C@]12c3[nH]c4ccccc4c3CCN1C(=O)C(CC(=O)NCCN1CCOCC1)C[C@@H]2C(=O)N1CCN(C(=O)C2CC2)CC1 (some centres undefined)	0.4	-4	1	3	2.0	2.3	-4	4	4.5	-7
CSCCC(NC(=O)c1ccc(Cl)cc1Cl)C(=O)OC1CCCCC1=O (centres undefined)	-2.0	-1	-1	-9	-0.6	-0.1	-4	4	3.1	-5
CCCNC(=O)NC(=O)COC(=O)c1oc2ccc(OCC)cc2c1C	-0.4	0	.	2	-1.3	0.8	6	-6	0.2	-6
COc1ccc(C2c3ccc(O)cc3Oc3ncn(Cc4ccco4)c(=N)c32)cc1OC (centres undefined)	-0.5	-2	-5	3	2.7	1.4	-20	20	3.3	-3
O=C(C1=C(c2ccccc2)C(=O)c2ccccc2C1=O)c1ccccc1	-2.2	-4	-9	-58	.	11*	19	-19	.	0
COc1cccc(OC)c1C(=O)Nc1ccc(S(=O)(=O)N2CCCCC2)cc1	-3.4	0	-2	-8	2.7	1.9	-4	4	2.5	-2
CCn1c(O)c(C=NC2CCCC2)sc1=S	-0.3	2	18	36	-1.6	4.0	-20	20	-2.2	21
Cc1occc1-c1nc(-c2ccccn2)no1	-2.1	1	15	-19	-2.3	-2.7	-6	6	-1.0	-1
